GLA spleen mod: qHTS Assay for Inhibitors and Activators of Human alpha-Galactosidase From Spleen Homogenate. Alpha-galactosidase A (Homo sapiens), P06280. human spleen homogenate, 4MU-alpha-Gal fluorescence, 40 min. Potency, µM (series often up to 80 µM), for the others: at the highest dose activity change, negative = inhibition, usual class: inhibitors. 240,000 tested, 0.008% active;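 further: 0% = enzyme with vehicle and -100% = no enzyme basal signal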
Target sequence (P06280 32-429 limits assumed): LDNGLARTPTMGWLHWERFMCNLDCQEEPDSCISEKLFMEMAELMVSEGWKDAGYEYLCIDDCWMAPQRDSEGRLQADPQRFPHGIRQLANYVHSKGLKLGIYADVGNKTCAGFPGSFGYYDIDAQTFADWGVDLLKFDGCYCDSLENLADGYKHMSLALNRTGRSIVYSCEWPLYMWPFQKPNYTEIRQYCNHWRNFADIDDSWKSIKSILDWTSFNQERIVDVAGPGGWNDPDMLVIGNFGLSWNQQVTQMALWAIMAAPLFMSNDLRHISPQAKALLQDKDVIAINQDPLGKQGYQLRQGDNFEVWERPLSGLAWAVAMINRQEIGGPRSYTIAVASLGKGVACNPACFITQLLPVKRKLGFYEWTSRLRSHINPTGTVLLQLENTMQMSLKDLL
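Fluorogenic readout (Ex 365/Em 440 nm) of 4-methylumbelliferone released from 1 mM 4-MU-alpha-galactoside by spleen homogenate, 40 min at 37C, pH 5.0. Data normalized to no-enzyme and enzyme controls; Hill-equation AC50 from compound titrations.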
aGlu spleen mod: qHTS Assay for Inhibitors and Activators of Human alpha-Glucosidase From Spleen Homogenate. human spleen homogenate, 4-MU-alpha-glucoside fluorescence. AID 2112, 2009. 240,000 tested, 0.006% active. Potency, µM (doses to about 79.9 µM), for the others: top-dose activity change, negative = inhibition, actives largely listed as inhibitors. Lysosomal alpha-glucosidase (Homo sapiens), P10253;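 further: 0% = enzyme with vehicle and -100% = no enzyme basal signal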
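Human spleen homogenate (1 ug) with 4-methylumbelliferyl-alpha-D-glucopyranoside (1 mM final) in 50 mM citrate/phosphate pH 5.0, 0.01% Tween-20; 40 min at 37 C. Stopped at pH 10; 4-MU fluorescence Ex 365/Em 440 nm; AC50 by Hill fit.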
NPSR antag: qHTS Assay for Antagonists of the Neuropeptide S Receptor: cAMP Signal Transduction; Q6W5P4; CHO-NPSR cells, cAMP TR-FRET, antagonist mode; Potency, µM (titrated, usually from 38.3 µM), inactives show at the highest dose activity change, negative = inhibition, most hits filed as inhibitors; 220,000 tested, 1% active; AID 1461, 2008; further: on the % scale 0 is the no-effect control and ±100 the full control effect; nearly all actives have a fitted effect of over 50% in size; many of its hits are not listed in these tables
Epigenetic reg: Quantitative High-Throughput Screen for Regulators of Epigenetic Control; murine LDR cells, GFP reporter derepression, 30 h; Potency, µM (highest dose often 53.9 µM), for inactives: top-dose GFP activation, hits mostly activators; 280,000 tested, 0.2% active; AID 1865, 2009; further: % of control where 0% means no effect; nearly all actives have a fitted effect of over 60% in size
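Murine LDR cells carrying a silenced, genomically integrated CMV-driven GFP reporter were exposed to compound for 30 hours at 37 C. After PBS washes, GFP-positive cells (20–120 um objects) were counted by laser-scanning microplate cytometry.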
Tau fluor cs: Counterscreen qHTS for Inhibitors of Tau Fibril Formation, Fluorescence Polarization. tau K18 P301L Alexa594 fluorescence, heparin fibrillization. Potency, µM (top dose mostly 57.7 µM), inactives show at the highest dose activity change, negative = decrease. 280,000 tested, 0.93% active; further: on the % scale 0 is the no-effect control and ±100 the full control effect; nearly all actives have a fitted effect of over 55% in size
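Human tau K18 P301L (15 uM unlabeled, 0.24 uM Alexa 594-labeled) in 100 mM sodium acetate pH 7 with 20 uM heparin, 6 hr at 37 C. ThT 30 uM added, 1 hr ambient; Alexa 594 FP and total fluorescence read at 555/632 nm.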
ALDH1A1 inh: qHTS Assay for Inhibitors of Aldehyde Dehydrogenase 1 (ALDH1A1); Purified ALDH1A1, NADH fluorescence, propionaldehyde substrate; Aldehyde dehydrogenase 1A1 (Homo sapiens), P00352; Potency, µM (highest dose often 75.3 µM), without a hit: at the highest dose activity, negative = inhibition, hits mostly inhibitors; 220,000 tested, 7.3% active; active means well fitted inhibition curve with a large enough effect, not every such curve was filed as active; inconclusive means small, poorly fitted or top-dose-only effect, or another doubt; inactive means no such curve, though single readings can be large or run the other way;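 further: plate controls were no enzyme wells and a reference inhibitor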
Target sequence (P00352 whole entry, looked up): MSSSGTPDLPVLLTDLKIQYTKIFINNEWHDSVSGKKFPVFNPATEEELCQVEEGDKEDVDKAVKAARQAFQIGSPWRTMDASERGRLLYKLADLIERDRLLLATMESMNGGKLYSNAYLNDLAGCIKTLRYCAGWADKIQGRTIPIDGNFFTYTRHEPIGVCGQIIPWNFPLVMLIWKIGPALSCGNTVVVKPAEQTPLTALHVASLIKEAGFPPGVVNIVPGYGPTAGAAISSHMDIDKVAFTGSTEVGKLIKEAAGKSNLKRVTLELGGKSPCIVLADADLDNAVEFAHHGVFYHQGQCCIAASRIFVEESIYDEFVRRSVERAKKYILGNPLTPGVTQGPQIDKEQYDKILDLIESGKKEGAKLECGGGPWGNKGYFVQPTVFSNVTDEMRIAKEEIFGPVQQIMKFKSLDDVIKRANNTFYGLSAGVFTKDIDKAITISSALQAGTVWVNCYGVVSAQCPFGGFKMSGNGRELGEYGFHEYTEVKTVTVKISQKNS
GAA glycogen: qHTS Assay for Inhibitors and Activators of Human alpha-Glucosidase Cleavage of Glycogen; Lysosomal alpha-glucosidase (Homo sapiens), P10253; recombinant GAA, glycogen substrate, Amplex Red glucose oxidase fluorescence; Potency, µM (series often up to 76.4 µM), inactives show at the highest dose activity change, negative = inhibition, actives largely listed as inhibitors; 300,000 tested, 0.38% active; AID 2100, 2009;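 further: 0% = full enzyme reaction and -100% = no-enzyme basal signal; the screen sought inhibitors and activators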
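Recombinant enzyme (4 nM final) with compounds titrated up to 77 uM and bovine liver glycogen (30 ug) in citrate pH 5.0, 0.01% Tween-20, 37 C 40 min. Released glucose detected by Amplex Red/glucose oxidase (Ex 573/Em 610); AC50 from Hill fits.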
GAA inhib: qHTS Assay for Inhibitors of Human alpha-Glucosidase as a Potential Chaperone Treatment of Pompe Disease; purified human GAA, 4-MU-alpha-glucoside fluorescence; Potency, µM (top dose mostly 76.9 µM), for the others: at the top dose activity change, negative = inhibition, usual class: inhibitors; 200,000 tested, 0.005% active;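 further: plate controls were uninhibited enzyme wells for no effect and no-enzyme background for full effect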
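Human enzyme at 4 nM with 400 uM 4-methylumbelliferyl-alpha-D-pyranoside, citrate/phosphate buffer pH 5.0, 0.005% Tween-20, 20 min at room temperature. Compounds up to 77 uM. 4-MU fluorescence (Ex 365/Em 440) read after NaOH/glycine stop; AC50 from Hill fit.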
Active calls of the source: *; u = inconclusive; x = no result given; [ ] = dose if it differs, or a comment. Unless noted, the call rests on the fitted dose curve; in most records, active means well fitted curve in the direction sought with a large enough effect; inconclusive means small, poorly fitted or top-dose-only effect, or another doubt; inactive means no such curve, though single readings can be large; an effect the other way counts as inactive or inconclusive. Potency means the concentration at half of the fitted maximal effect. Only part of the results is shown; the hit share may differ from the screen's.

SMILES | GLA spleen mod | aGlu spleen mod | NPSR antag | Epigenetic reg | Tau fluor cs | ALDH1A1 inh | GAA glycogen | GAA inhib
COCCCNCCCCOc1ccc(C)cc1[N+](=O)[O-] | -6.8% | -2.0% | 12.7% | 1.1% | 8.4% | u | 2.3% | 1.8%
Cc1cccc(NC(=O)c2ccc(NCC3CCCO3)c([N+](=O)[O-])c2)c1 (stereo unspecified) | 0.6% | -3.2% | -6.8% | u | -19.6% | -5.8% | -9.4% | -0.9%
O=C(O)c1[nH]c2ccccc2c1CC(=O)N1CCOCC1 | -6.4% | -11.3% | 1.3%[46.1 µM] | -0.9% | -8.1% | -4.8% | -4.4% | -4.0%
CCOC(=O)c1ccc(N2C(=O)C=CC2=O)cc1 | -3.3% | 0.5% | u | 4.6% | 1.2% | 0.0631µM* | 6.0% | 5.9%
Cc1noc(C)c1C(=O)N1CCCc2ccccc21 | 5.1% | -9.0% | 0.2%[46.1 µM] | -1.0% | -11.7% | 25.1µM* | 1.5% | -1.5%
Cc1ccc(S(=O)(=O)N2CCc3nc(-c4ccccc4)c4c(c3C2)CO[C@@H](C)C4)cc1 | -11.4%[17.5 µM] | -0.2%[17.4 µM] | x | x | 2.1%[11.6 µM] | 24.3%[13.5 µM] | x | x
C=C1C(C(=O)Nc2ccc(F)cc2)C1C(=O)Nc1ccc(F)cc1 (stereo unspecified) | 1.1% | -1.1% | -2.7% | 1.3% | 3.7% | 5.6% | 7.7% | 6.8%
Cn1cc(CCNCc2cn[nH]c2-c2ccc(-c3ccccc3)cc2)cn1 | 7.1% | -8.3% | -0.7% | 1.1% | 1.6% | x | -1.6% | x
CC(NC(=O)Cc1ccc(F)cc1)C(c1cccs1)N1CCN(C)CC1 (stereo unspecified) | -1.8% | -4.9% | 8.6% | -1.0% | 4.5% | 2.6% | -0.1% | -1.8%
Cc1cccc(-n2c(C)cc(C=C(C#N)C#N)c2C)c1 | -2.6% | -1.4% | -5.7% | -1.1% | -3.3% | 4.1% | 0.2% | 3.5%
COc1cccc(OC)c1C(=O)NC(C)C12CC3CC(CC(C3)C1)C2 (stereo unspecified) | -4.5% | -5.7% | -22.9%[46.1 µM] | -1.5% | -3.5% | -12.1% | 10.8% | 2.4%
COc1cc(OC)c(OC)cc1/C=N/n1c(-c2n[nH]c3c2CCC3)n[nH]c1=S | -0.8% | -10.9% | 9.5% | 2.0% | -17.1% | u | -17.3% | 3.4%[15.4 µM]
O=C(NCc1cccnc1)c1ccc(COc2ccc(Cl)cc2Cl)o1 | -3.5% | -3.9% | -12.9% | 0.1% | -15.0% | -11.8% | 6.1% | 13.5%
COc1ccc(-c2cc(=Nc3c(C)n(C)n(-c4ccccc4)c3=O)c3ccccc3o2)cc1 | 22.1% | 5.9% | -27.8% | 0.0% | -22.5% | u | u | u
CC1CCN(c2cc(N)c(Cl)cc2[N+](=O)[O-])CC1 | 12.2% | -5.4% | -17.1%[46.1 µM] | -1.0% | u | u | 0.4% | -2.8%
O=C1c2ccccc2C(=O)N1CC1=NCCc2ccccc21 | 2.4% | 1.5% | 9.1% | 2.0% | -7.6% | u | -28.3% | 2.7%
COC(=O)c1cccc(C23CC4(C2)[C@H](CN(CC2CCCCC2)[C@@H]4c2ccccc2)C3c2ccc(C(F)(F)F)cc2)c1 (stereo partly specified) | -2.2% | -12.5% | x | -0.2% | -23.6% | 3.0% | x | x
CC1CCN(C(=O)COC(=O)CCc2c[nH]c3ccccc23)CC1 | 6.6% | 1.8% | 1.1% | -1.4% | -4.7% | -6.1% | 4.6% | 4.7%
Cc1ccc(CC2S/C(=N/c3ccccn3)NC2=O)cc1 (stereo unspecified) | 1.2% | -4.3% | -2.4%[46.1 µM] | -0.8% | 0.2% | 6.2% | -1.3% | -3.5%
O=C(CSC1=NCCN1)NC1CCCCCC1 | u | -10.2% | -6.4%[46.1 µM] | 4.6% | -11.7% | u | -12.4% | 5.7%
O=C(c1ccc(Cl)cc1Cl)c1ncc(C(F)(F)F)cc1Cl | 2.9% | -3.7% | -13.3%[46.1 µM] | -0.3% | -8.2% | 10.3% | 5.0% | 6.6%
Cc1ccc(NC(=S)Nc2ccc(OC(F)F)c(Cl)c2)cc1Cl | 2.7% | 0.2% | -12.8% | 0.1% | u | u | 5.7% | -1.9%
Oc1ccc(/C=N/NC(=S)Nc2cccnc2)c(O)c1 | -3.2% | -6.0% | -2.3% | -1.1% | -23.1% | -74.2% | u | -8.4%
CCN1CCN(C(=S)c2ccc(OC)cc2)CC1 | 5.9% | 0.7% | 17.6% | -1.1% | 12.2% | -14.4% | 0.1% | 1.4%[15.4 µM]
COCCNC(=O)COc1ccc(OCCNC[C@H](O)COc2ccccc2)cc1 | 1.7% | -1.3% | x | 1.9% | -0.2% | 1.6% | x | x

ALDH1A1 inh, hit marks shown above.
| mol | aGlu spleen mod | NPSR antag | Epigenetic reg | ALDH1A1 inh | GAA glycogen | GAA inhib |
| --- | --- | --- | --- | --- | --- | --- |
| CCOC(=O)c1ccc(N2C(=O)C=CC2=O)cc1 | 0.5% | u | 4.6% | 0.0631µM* | 6.0% | 5.9% |
| Cc1noc(C)c1C(=O)N1CCCc2ccccc21 | -9.0% | 0.2%[46.1 µM] | -1.0% | 25.1µM* | 1.5% | -1.5% |

Retrieved by structure from above (2):
SMILES | GLA spleen mod | aGlu spleen mod | NPSR antag | Epigenetic reg | Tau fluor cs | ALDH1A1 inh | GAA glycogen | GAA inhib
O=C(CSC1=NCCN1)NC1CCCCCC1 | u | -10.2% | -6.4%[46.1 µM] | 4.6% | -11.7% | u | -12.4% | 5.7%
COC(=O)c1cccc(C23CC4(C2)[C@H](CN(CC2CCCCC2)[C@@H]4c2ccccc2)C3c2ccc(C(F)(F)F)cc2)c1 (stereo partly specified) | -2.2% | -12.5% | x | -0.2% | -23.6% | 3.0% | x | x

(cont.)
SMILES | GLA spleen mod | aGlu spleen mod | NPSR antag | Epigenetic reg | Tau fluor cs | ALDH1A1 inh | GAA glycogen | GAA inhib
CCn1c(=O)c(C(=O)CN2CCN(S(=O)(=O)c3cc(C)ccc3C)CC2)c(N)n(Cc2ccccc2)c1=O | 2.6% | 0.7% | -24.2% | 4.6% | -18.8% | -3.9% | -5.2% | -7.7%
O=C(NCc1ccco1)c1ccc(CNc2c(N3CCCCC3)c(=O)c2=O)cc1 | -7.2% | 0.3% | 6.3% | -0.6% | -3.6% | 8.5% | -1.6% | 2.1%
COc1ccc(/C=N/NC(=O)c2cc(C3CC3)[nH]n2)cc1OC | 6.5% | -2.6% | 12.8% | 0.1% | -1.8% | x | 3.2% | x
CCN(CC)S(=O)(=O)c1ccc2c(c1)c(=O)c(C(=O)NCc1ccco1)cn2C | 4.1% | -2.3% | -16.4% | 2.0% | -10.2% | u | 4.1% | 3.0%
Cc1c(-c2nc(N)nc(Nc3ccccc3)n2)oc2ccccc12 | 3.5% | 1.1% | -22.0%[46.1 µM] | 0.0% | u | u | 1.4% | -6.0%
Cc1ccc(C(O)P(=O)(OC2CCCCC2)OC2CCCCC2)cc1 (stereo unspecified) | 3.4% | -6.2% | 4.5%[46.1 µM] | 3.8% | -0.8% | -13.3% | 8.3% | -6.9%
c1ccc(CCNc2nc3ccccc3n3nnnc23)cc1 | -5.7% | 0.8% | u | 3.4% | -7.3% | 9.5% | 1.6% | -0.5%
CCCC(=O)NNC(=O)CCC(=O)NCc1ccccc1 | 2.3% | -2.7% | -1.0%[46.1 µM] | 0.2% | 4.0% | 4.5% | 4.3% | -0.6%
O=C(CN1C(=O)c2ccccc2S1(=O)=O)NCc1ccco1 | -8.2% | -5.2% | -8.3% | 1.1% | -3.8% | 9.9% | 5.1% | 2.6%
Cc1cc2oc(=O)cc(Cn3ccnc3)c2cc1C | -6.5% | -7.9% | -0.8%[46.1 µM] | -0.7% | 1.7% | -13.8% | 8.4% | 9.3%
CC(=O)Nc1ccc(S(=O)(=O)NC2(C(F)(F)F)C(=O)Nc3c2c(=O)[nH]c(=O)n3C)cc1 (stereo unspecified) | 7.2% | 3.8% | -4.8%[46.1 µM] | 0.5% | -4.0% | 2.1% | 12.2% | -5.3%
COc1ccc2[nH]c(=O)c(C(c3nnnn3C(C)(C)C)N(Cc3ccco3)CC3CCCO3)cc2c1 (stereo unspecified) | 3.6% | 1.0% | u | -2.2% | -11.3% | u | 5.5% | u
COc1ccc(CCNC(=O)C(CC(C)C)NC(N)=O)cc1 (stereo unspecified) | -6.7% | 1.0% | 5.7% | -6.0% | 11.4% | 3.5% | 0.5% | -1.1%
O=C(c1ccc(Cl)cc1)c1oc2ccccc2c1CS(=O)c1ccccc1 (stereo unspecified) | -13.4% | -10.1% | u | -1.0% | -11.4% | u | 2.1% | 6.2%
Cc1ccc(C(C)C)c(OCC(=O)NN=C2CCCC2)c1 | -2.0% | 0.4% | -19.1% | 0.9% | 4.1% | -11.5% | -10.3% | 0.7%
C=CCOC(=O)c1sc(NC(=O)c2ccc(OC)cc2)nc1C | -2.9% | -3.7% | -32.5% | 1.5% | -6.9% | 6.3% | 19.3% | u
COc1ccccc1-c1nnc(NC(=O)c2ccc(S(=O)(=O)N(C)Cc3ccccc3)cc2)o1 | -3.1% | -9.6% | -4.2%[46.1 µM] | -1.0% | -8.9% | 0.0% | -1.0% | -6.0%
CCOC(=O)C1=C(C)N=c2s/c(=C\c3cc(OC)c(OC)c(OC)c3)c(=O)n2C1/C=C/c1ccccc1 (stereo unspecified) | -0.2% | -7.8% | -6.0% | 3.9% | -10.5% | -9.0% | 1.5% | 5.6%
O=C(COc1cccc(Cl)c1)Nc1cc(S(=O)(=O)N2CCOCC2)ccc1N1CCOCC1 | 1.4% | -0.5% | -16.9% | 6.6% | 5.8% | x | -11.1% | x
CCOC(=O)CNC(=O)C1CCCN(c2ncccn2)C1 (stereo unspecified) | 3.2% | 5.3% | -6.3%[46.1 µM] | -0.1% | 3.4% | -9.0% | u | -1.1%
